FAS TE block: FAS thioesterase (human) inhibition | recombinant FAS-TE, OMFH fluorogenic substrate, fluorescence endpoint | 360,000 tested, 0.67% active | P49327 | inhibition, % at 15 µM;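 active = compounds whose normalised, plate-corrected inhibition of enzyme fluorescence in the single-dose primary screen is 50% or more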;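 note: 0% = DMSO with enzyme and 100% = substrate without enzyme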
CendR NRP1 mod: alters CendR peptide binding to human NRP-1 | O14786 | FAM-RPARPAR peptide binding to NRP-1, fluorescence polarization | inhibition, % at 25 µM | 360,000 tested, 0.85% active | AID 602438;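 active = inhibition or corrected inhibition above about 18%, plus a signal ratio from 0.5 to 1.5, limit read from the data, passing the limit was not always enough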; note: strong numbers were not always called active
Rin1 Abl inh: inhibitors of human Rin1-Abl protein interaction; P00519+Q13671; TR-FRET Rin1/Abl binding, biochemical; inhibition, % at 7.35 µM; 360,000 tested, 0.4% active; in the data active = inhibition above about 5%, passing the limit was not always enough
MT1-MMP act inh: inhibitors of human MT1-MMP activation; P50281; HT1080 RFP-PRO-GFP cells, GFP/RFP ratio fluorescence, overnight; percent of plate control window, DMSO zero; GFP/RFP ratio change, % at 20 µM; 360,000 tested, 0.061% active; AID 651647;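 active = GFP/RFP ratio change of at least 30% with cell ATP level not reduced by more than half and red fluorescence within 50% of control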; note: strong numbers were not always called active
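Assay system – RFP-PRO-GFP reporter HT1080 cells · Compound dosing – single dose of 20 µM compound, 1% DMSO final · Incubation – overnight compound exposure at 37 °C · Measure – GFP/RFP fluorescence ratio · Benchmarks – DMSO wells and RFP-L50D-GFP cells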
MsrA act: activators of bovine methionine sulfoxide reductase A | purified bovine MsrA, absorbance read-out | activation, % at 10.6 µM | 360,000 tested, 0.3% active | AID 602163; in the data active = activation above about 7.5%;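 note: 0% = vehicle and 100% = reference activator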
Neddylation inh: cullin neddylation inhibition; P61081+Q13564; TR-FRET cullin neddylation, biochemical; calls only at 25 µM; 360,000 tested, 0.58% active; in the data active = inhibition above about 36%
MLLE-PAM2 inh: blocks PAM2 peptide binding to the PABP1 MLLE domain; P11940; GST-MLLE / FITC-PAM2 fluorescence polarization; 360,000 tested, 0.36% active; inhibition, % at 20 µM; in the data active = inhibition above about 35%, passing the limit was not always enough;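 note: plate controls were DMSO wells with GST-MLLE for no effect and wells lacking GST-MLLE protein for full effect; some results filed as inactive read as strong as hits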
E coli Lon inh: E. coli protease La inhibition; P0A9M0; purified E. coli Lon protease, fluorescence polarization; inhibition, % at 7.94 µM; 360,000 tested, 0.42% active; in the data active = inhibition above about 13%, passing the limit was not always enough;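 note: 0% = enzyme with probe and DMSO and 100% = no enzyme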
SKN-1 inh: blocks SKN-1 activity in C. elegans; 360,000 tested, 0.49% active; inhibition, % at 21.8 µM; C. elegans VP596 Pgst-4::GFP/RFP ratio, acrylamide-induced, 24 h;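 active = interference check ratio from 0.5 to 1.5 plus GFP to RFP signal ratio inhibition reaching or exceeding a fixed threshold, cut at about 30% in these data, passing the limit was not always enough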; note: some compounds called inactive have numbers as strong as hits
An asterisk follows results filed as active; i = inactive; . = not tested or not shown; & = joins results of further samples.

SMILES	FAS TE block	CendR NRP1 mod	Rin1 Abl inh	MT1-MMP act inh	MsrA act	Neddylation inh	MLLE-PAM2 inh	E coli Lon inh	SKN-1 inh
CCC12CN3CC(CC)(CN(C1)C3c1c(O)ccc3ccccc13)C2=O (centres undefined)	20	4	1	1	5	i	14	-3	-8
CCc1nnc(NC(=O)C2Cc3ccccc3C(=O)O2)s1 (centres undefined)	-11	8	-1	3	-2	i	0	-4	2
CC1(Oc2ccccc2-c2ccno2)CCN(Cc2ccc(-c3ccccc3)o2)C1 (centres undefined)	8	-21	-1	-8	-2	i	-11	-26	26
Cc1ncc(CN2CCC(CO)(Cc3ccccc3)CC2)s1	-8	-10	0	0	-2	i	-4	1	8
CCn1c(CCC(=O)O)nc2cc(S(=O)(=O)N3CCOCC3)ccc21	-6	5	-3	-1	-3	i	-11	-6	6
CCc1ccc(NC(=S)N(CCCN2CCOCC2)Cc2ccccn2)cc1	-6	11	1	-2	-3	i	10	-6	-9
O=C1SCC(c2ccccc2)=NN1Cc1ccccc1	13	1	2	1	0	i	-4	-4	3
O=C(NCCCN1CCOCC1)/C(=C/c1cccs1)NC(=O)c1ccccc1	-7	3	2	-1	-2	i	4	-2	3
COc1cccc(-c2cnc(C(O)c3ccc(SC)cc3)[nH]2)c1 (centres undefined)	2	-9	-2	8	-3	i	-7	-19	9
O=C(Oc1ccc(-c2nnco2)cc1)N(c1ccccc1)c1ccccc1	1	-4	2	2	-13	i	11	3	-12
O=C(CSc1nc2ccc(Cl)cc2[nH]1)c1ccc2c(c1)OCO2	-1	-11	2	-1	-3	i	-10	1	9
Cc1cc(-c2ccccc2)nc(SCc2ccc(C(=O)O)cc2)n1	-4	-6	1	-2	-3	i	-1	7	-4
CCOC(=O)c1cnc(N2CCOCC2)[nH]c1=O	-7	-4	-2	14	-1	i	-6	-1	17
Cc1cnc(C(=O)OCC(=O)Nc2c(Cl)cc(Cl)cc2Cl)cn1	-5	1	1	-3	-5	i	4	-2	-5
CC(C)C(=O)NC(c1ccccc1)c1cc([N+](=O)[O-])c2cccnc2c1O (centres undefined)	5	0	0	11	-6	i	1	6	10
Cc1ccc(-n2c(SCC(=O)N/N=C/c3c(C)nn(-c4ccccc4)c3C)nc3ccccc3c2=O)cc1	-1	-4	2	-5	-3	i	38*	1	6
O=[N+]([O-])c1cc([N+](=O)[O-])c(Oc2c(F)ccc(F)c2F)cc1NN1CCCCC1	30	17	0	-4	0	i	5	6	-2
CN(C)CCC(C(=O)c1ccccc1)c1ccccn1 (centres undefined)	-6	10	4	-1	-2	i	3	-4	16
c1ccc(CNC23CC4CC(CC(C4)C2)C3)nc1	-2	13	3	-1	-2	i	-3	8	-11
Cc1nnc(SCC(=O)NCCN2C(=O)CSC2=O)n1-c1ccccc1	-6	3	-1	1	-8	i	7	-1	-3

Copied from the list:
E coli Lon inh, CN(C)CCC(C(=O)c1ccccc1)c1ccccn1 (centres undefined) is entered as -4
MLLE-PAM2 inh, Cc1cnc(C(=O)OCC(=O)Nc2c(Cl)cc(Cl)cc2Cl)cn1 is entered as 4

Next section:
SMILES	FAS TE block	CendR NRP1 mod	Rin1 Abl inh	MT1-MMP act inh	MsrA act	Neddylation inh	MLLE-PAM2 inh	E coli Lon inh	SKN-1 inh
CC(=O)Nc1cccc(C(=O)OCCCOc2ccc(F)cc2)c1	4	6	3	3	-10	i	5	-4	0
Oc1ccc(C=Nc2ccccc2-c2nc3ccccc3[nH]2)c(O)c1	-11	-12	6	12	-5	.	-8	-4	-1
CC(C)n1c(C(=O)OCC(=O)NCc2ccc3c(c2)OCO3)cc2sccc21	29	6	-2	5	-1	i	12	12	8
CCOC(=O)c1cccc(NC(=O)/C=C/c2ccc3c(c2)OCO3)c1	15	8	-4	6	-5	i	7	-9	9
CCOC(=O)c1c(NC(=O)CN2C(=O)NC(C)(c3ccccc3)C2=O)sc(C)c1C (centres undefined)	15	16	0	-3	-8	i	0	1	11
O=C(N[C@@H](Cc1ccccc1)C(=O)NC1CC1)c1ccc(Cl)cc1	-3	2	5	-1	-9	i	-1	10	-6
CC(C)(C)C(=O)O/N=C(\N)c1c(Cl)cccc1Cl	-7	-13	-2	-2	-3	i	-1	8	-10
O=S(=O)(NC1CC1)c1ccc(S(=O)(=O)N2CCc3ccccc32)cc1	5	-8	0	-2	-4	i	-1	-12	1
COC(=O)c1cccc(Nc2c3c(nc4ccccc24)CCC3)c1	7	-10	1	-9	-2	i	-16	-9	5
COC(=O)[C@@]12C[C@@H](CC(=O)NCCC(C)C)C(=O)N(Cc3cccc4ccccc34)C1=CCC(C)(C)C2	.	10	.	-24	.	i	.	.	-4
CCN1/C(=C/C(C)=C/c2sc3ccccc3[n+]2CC)Sc2ccccc21	-21&4	-264	-20	32&59	1&-4	i	-145	4&-8	96&92
NC(N)=N/N=C/c1ccc(Br)cc1	-3	-4	-5	-1	-1	i	-9	-6	-1
Cc1cccc(OCC(O)CN2CCN(CCN3C(=O)c4cccc5cccc(c45)C3=O)CC2)c1C (centres undefined)	4	14	-4	7	-1	i	-4	4	5
COc1ccc(-c2ccc3c(c2)[C@@H]2C[C@H](N(C)S(=O)(=O)c4ccccc4)[C@H]([C@H](C)O)C(=O)N2CC3)cc1	15	-8	3	-3	-7	i	-6	-8	13
COC(=O)c1ccc(N)c(N=CC2=C(O)CC(C)(C)CC2=O)c1	5	-90	3	-106	1	.	-34	-62	8
O=C(c1ccc(Cl)c(S(=O)(=O)N2CCCCCC2)c1)N1CCN(c2ccc(O)cc2)CC1	12	0	0	-2	-3	i	-3	-3	-11
O=C(Nn1cnnc1)c1cc2cc(Br)ccc2oc1=O	-7	6	-3	-5	-6	i	4	-9	6
O=S(=O)(c1ccc2c(c1)OCCO2)N(Cc1ccc(F)cc1)Cc1nnc(-c2cccs2)o1	22	-2	-1	-2	-2	i	-2	6	-1
O=C(CC(c1ccccc1)c1ccccc1O)NCc1ccco1 (centres undefined)	1	10	0	2	-1	.	6	-9	-14
O=S(CC1CC1(Cl)Cl)CC1CC1(Cl)Cl (centres undefined)	-6	4	-1	1	-9	i	-11	1	-11

Entries listed so far marked active in MLLE-PAM2 inh:
| canonical_smiles | CendR NRP1 mod | Rin1 Abl inh | MT1-MMP act inh | MsrA act | Neddylation inh | MLLE-PAM2 inh | E coli Lon inh | SKN-1 inh |
| --- | --- | --- | --- | --- | --- | --- | --- | --- |
| Cc1ccc(-n2c(SCC(=O)N/N=C/c3c(C)nn(-c4ccccc4)c3C)nc3ccccc3c2=O)cc1 | -4 | 2 | -5 | -3 | i | 38* | 1 | 6 |

Next part.
SMILES	FAS TE block	CendR NRP1 mod	Rin1 Abl inh	MT1-MMP act inh	MsrA act	Neddylation inh	MLLE-PAM2 inh	E coli Lon inh	SKN-1 inh
CCOc1ccccc1CNC(=O)CN1C(=O)CSc2ccc(S(=O)(=O)N3CCOCC3)cc21	-4	11	2	1	-1	i	-4	-2	-4
Cc1nc([N+](=O)[O-])c(C(=O)OCc2ccccc2Br)n1C	12	9	-3	-3	-5	i	-8	3	2
COc1ccc(CN2CCN(C(=O)Cn3nc(C(=O)O)c4ccccc4c3=O)CC2)cc1F	-5	4	0	-1	-1	i	0	-14	-4
CC1CCCC(C)N1CCCNC(=O)Cn1ncc2c3ccccc3n(C)c2c1=O (centres undefined)	-3	5	3	1	-3	i	-7	-6	-2
N#Cc1c(-c2ccccc2)nc(-c2cccnc2)[nH]c1=O	-1	5	1	-1	1	i	-6	5	0
O=C1/C(=C/c2ccccn2)SC(=S)N1c1ccc(O)cc1	-2	-7	-5	3	-5	i	17	4	8
O=C(C[C@H]1C(=O)N(CCc2ccccc2)C[C@@H]1c1ccccc1)Nc1ccccc1	-4	-12	0	-1	-4	i	10	9	-8
CNC(=O)CSc1nc2ccccc2c(=O)n1-c1cc(OC)ccc1OC	-5	-6	3	3	-3	i	-8	0	-1
COc1ccc(C(=O)N2CCN(c3nc(C4CC4)nc4sc(C)c(C)c34)CC2)cc1	22	5	1	-8	-1	i	-12	4	18
O=c1[nH]sc2ccccc12	-2	2	-1	4	13*	i	34	-12	11
O=C(Cc1ccccc1)NNC(=O)C1CCCC1	-8	6	3	-3	-3	i	3	-1	3
O=C(Cc1cccs1)NCc1ccc(Cl)cc1Cl	9	-4	1	-3	-3	i	-9	3	13
CCOc1ccccc1NC(=S)N1CCN(c2nc(-c3ccc(F)cc3)cs2)CC1	19	-7	0	-4	0	i	-81	5	-4
O=C(C1CC1)N(Cc1nc2ccccc2c(=O)[nH]1)Cc1cccs1	-2	-9	-4	1	-4	i	3	7	-3
O=[N+]([O-])c1ccc(Sc2cc[n+]([O-])c3ccccc23)c([N+](=O)[O-])c1	13	-7	-3	-1	0	i	30	4	-1
O=C1OCc2ccc(NC(=O)c3sccc3Cl)cc21	-1	-6	-1	0	0	i	-4	-2	1
Cc1ccc(NC(=S)N2CCCC(c3nc4ccccc4[nH]3)C2)cc1 (centres undefined)	0	4	-4	0	-3	i	-94	4	6
CN(CC(=O)Nc1ccc(Cl)cc1F)C1=NS(=O)(=O)c2ccccc21	0	10	-1	-5	-2	i	-53	-5	20
Fc1ccc(-n2cnnn2)c(F)c1	-8	8	-3	-4	0	i	10	6	13
NC(=O)C1CCCN(C(=O)c2ccc(S(=O)(=O)N3CCCCCC3)cc2)C1 (centres undefined)	-7	5	2	3	-1	i	5	-5	2
CCn1c(NCc2ccccn2)nc2c1c(=O)n(C)c(=O)n2C	-5	0	-2	2	-16	i	-2	5	-11
COc1ccc(-n2ncc3c(N4CCCc5ccccc54)ncnc32)cc1	17	1	-13	-6	-4	i	3	-11	0
Cc1c(CCC(=O)N[C@@H](CC(C)C)C(=O)O)c(=O)oc2c(C)c3oc4c(c3cc12)CCCC4	-2	1	2	3	-3	.	-4	-4	20
C#Cc1ccc([C@H]2C=C(C(=O)NCc3nc4ccccc4[nH]3)O[C@@H](OCc3ccc(CO)cc3)C2)cc1	-1	-3	-1	-6	-13	i	2	-12	-3
CCN(CC)C(=O)CSc1nnc(CCCCCNC(=O)OC(C)(C)C)o1	-6	-9	0	0	-14	i	-14	-5	-13
Cc1cc(C(=O)Nc2c(C)n(C)n(-c3ccccc3)c2=O)c2ccccc2n1	-5	12	1	0	1	i	-25	-8	10
O=C(COc1ccc(Cl)cc1)N1N=C(c2cccs2)CC1c1ccco1 (centres undefined)	25	-14	2	-3	-7	i	-1	5	0
CC1NC(=O)c2cc3ccccc3cc2-n2c1nc1ccccc1c2=O (centres undefined)	-5	0	-6	-1	-3	i	-2	-6	-7
Cc1ccc2sc(N(CCN(C)C)C(=O)/C=C/c3cccs3)nc2c1C	9	10	-3	2	-10	.	-4	-4	2
Cc1csc(NC(=O)C2CCN(S(=O)(=O)c3cccs3)CC2)n1	10	3	2	2	-5	i	-9	4	-8
CN(C)CCn1c(C(=O)Nc2ccccc2)cc2ccccc21	-2	1	0	3	-8	i	-3	-16	-11
CCOc1cc(/C=C2/C(=O)ON=C2C)cc(Br)c1O	-9	-53	1	-2	-11	i	-166	1	5
Cc1nc2nc3c(c(=O)n2[nH]1)CCCC3	-9	12	0	5	-1	i	-5	-2	13
Cc1cc(NC(=O)CN2C(=O)NC(c3ccccc3)(c3ccc(C)c(C)c3)C2=O)no1 (centres undefined)	10	2	-1	5	-12	i	4	1	-2
Cc1cccc(NC(=O)CSc2nnc(CNC(=O)c3cccs3)o2)c1C	-4	13	1	3	2	i	3	-7	-3
CCC1CCCCN1CCCNC(=O)CS(=O)(=O)Cc1nc(-c2cccc(OC)c2)oc1C (centres undefined)	-5	0	1	-2	-2	i	7	-10	2
Cc1ccc(/C=C2\SC(=S)N(CCC(=O)NNC(=O)c3cccnc3)C2=O)cc1	-7	-34	-3	-3	-2	i	-11	3	6
CC12CCCCC1c1ccccc1C(=NCC(=O)O)N2 (centres undefined)	-15	10	4	1	-7	i	-13	-8	-19
